Rat MKP-3 inhibitors: MKP-3 phosphatase inhibitors, primary screen, biochemical, rat enzyme, in vitro (AID 425); recombinant MKP-3 phosphatase activity, fluorescence; higher % means a stronger effect; inhibition, % at 20 µM, or IC50 in µM where a hit was titrated; actives 0.17% (n = 110,000); Dual specificity protein phosphatase 6 (Rattus norvegicus); in the data active = inhibition above about 50%;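 note: plate controls were vehicle for no effect and reference inhibitor for full effect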
Hsp70 inhibitors: Hsp70 inhibitors, probe displacement, primary screen, biochemical, fluorescence polarization (AID 583); Hsp70 fluorescence polarization probe displacement, mP; higher % means a stronger effect; displacement, % at 20 µM; hits with a dose series show IC50 in µM; actives 0.06% (n = 140,000); in the data active = displacement above about 50%;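 note: plate controls were vehicle for no effect and reference ligand for full effect; a part of the inactive calls stands beside numbers as strong as those of hits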
Active calls of the source: *; x = not tested or not shown; & = joins results of further samples. Some of the compounds tested; the hit share may differ from the screen's.

Start of the data: the first two records as a preview:
Structure	Rat MKP-3 inhibitors	Hsp70 inhibitors
CCOc1ccc(C(=O)Nc2ccc(Cc3ccncc3)cc2)cc1Cl	5.0%	-2.1%
CSc1ccc(CN2CCN(C(=O)c3cccs3)CC2)cc1	2.8%	-1.1%

Main list, repeating the preview:
Structure	Rat MKP-3 inhibitors	Hsp70 inhibitors
CCOc1ccc(C(=O)Nc2ccc(Cc3ccncc3)cc2)cc1Cl	5.0%	-2.1%
CSc1ccc(CN2CCN(C(=O)c3cccs3)CC2)cc1	2.8%	-1.1%
O=C(Nc1ccccc1)Nc1ccc(S(=O)(=O)N2CCCCC2)cc1	-16.9%&0.7%	5.2%&1.1%
CCOC(=O)C1=C(C)N=C2SCCC(=O)N2C1c1cc(Br)ccc1OC (centres undefined)	0.8%	-1.6%
O=C(Nc1ccc(S(=O)(=O)N2CCCCCC2)cc1)C1CCCO1 (centres undefined)	-1.1%	1.6%
C=CCn1c(SCC(=O)Nc2sccc2C(N)=O)nc2ccccc2c1=O	x	-0.5%
O=C1c2ccc(Oc3ccc([N+](=O)[O-])cc3)cc2C(=O)N1c1nc2ccccc2s1	3.7%	3.0%
CCCCN(CCCC)c1cn[nH]c(=O)c1Cl	x	-4.4%
CCCCCC1CC(CC(C)C(=O)Nc2nncs2)C(=O)O1 (centres undefined)	1.1%	1.2%
O=c1ccn([C@@H]2O[C@H](CO)[C@@H](O)[C@H]2O)c(=O)[nH]1	x	2.2%
CCCn1nnnc1SCC(=O)Nc1cccc(NC(=O)c2ccco2)c1	x	-1.0%
O=C1c2cccnc2C(O)N1Cc1ccco1 (centres undefined)	5.7%	-3.1%
O=C(NCc1ccccc1)c1cc(S(=O)(=O)N2CCC3(CC2)OCCO3)ccc1F	0.0%	3.6%
CCN(CC)CCN1C(=O)C(=O)/C(=C(/O)c2c(C)[nH]c(C(=O)OC)c2C)C1c1ccccc1OC (centres undefined)	-3.3%	-8.1%
C/C(=C1\SC(=S)NC1=O)c1cccc([N+](=O)[O-])c1	2.0%	1.4%
Cn1c(=O)n(CCc2ccccc2)c(=O)c2c1nc1n2CCN1c1ccccc1	-2.8%	9.6%
Cc1ccc(Cn2nnc3c(=O)[nH]c(C4CCN(S(=O)(=O)c5ccc(F)cc5)CC4)nc32)cc1	-5.5%	6.2%
Cc1cc(C)n(C(=O)c2cccs2)n1	3.5%	2.3%
C/C(=N\Nc1nc(C)cc(-c2ccccc2)n1)c1c(F)c(F)c(F)c(F)c1F	-1.9%	2.1%
Cc1cccc(COc2ccc3c(oc(=O)c4ccccc43)c2C)c1	1.5%	4.9%
Cc1cc(C)n2nc(SCC(=O)Nc3ccc(F)cc3)nc2n1	-3.9%	1.5%
CCOC(=O)c1sc(NC(=O)c2cc(OC)cc(OC)c2)c(C(N)=O)c1C	2.3%	-5.2%
CCOC(=O)C(CCCCOc1cccc(OC)c1)C(=O)OCC	1.2%	-5.5%
C=CCN1C(=O)CN=C1Nc1ccccc1	x	0.3%
Cn1c(=O)c2c(-c3ccccc3)n(N3CCOCC3)cc2n(C)c1=O	-8.6%	4.0%
COc1cccc(-c2n[nH]c(=S)n2Cc2ccco2)c1OC	-9.1%	-3.6%
CCOc1ccc(N(CC(=O)N2CCOCC2)S(=O)(=O)c2ccc(Br)cc2)cc1	-0.2%	0.9%
O=S(=O)(Oc1ccccc1)c1ccc(F)cc1	-1.6%	-1.4%
Cc1cccc(CN2CCN(C(=O)c3cccs3)CC2)c1	-2.8%	2.4%
CCOC(=O)C1=C(C)NC(=S)NC1c1ccc(OC(=O)c2ccco2)cc1 (centres undefined)	3.7%	-6.0%
CC(C)Cn1c(SCC(=O)N2CCCCC2)nc2ccccc2c1=O	x	3.8%
COc1ccccc1N=C1SC(C(=O)Nc2ccc(F)cc2)CC(=O)N1C (centres undefined)	x	-0.8%
CC1CCN(C(=O)Nc2cccc(NC(=O)N3CCC(C)CC3)c2)CC1	-1.3%	3.0%
COc1cccc(NS(=O)(=O)Cc2ccccc2)c1	x	4.4%
COc1ccc2c(c1OC)C(=O)OC2Nc1ncc(Br)cc1Br (centres undefined)	x	1.0%
Nn1c(SCC(=O)Nc2ccc3c(c2)OCO3)nnc1C1CCCCC1	-0.2%	4.2%
CCOC(=O)c1c(-c2ccc(C)cc2)csc1NC(=O)c1cc2ccccc2oc1=O	2.6%	-3.5%
COCCCNC(=O)CS(=O)Cc1nc(-c2ccccc2C)oc1C (centres undefined)	-3.8%	-1.1%
Cn1c(CNc2ccccc2O)nc2ccccc21	-10.3%&0.2%	2.2%&9.5%
O=c1c2ccccc2nc2n1S(=O)(=O)c1ccccc1-2	-4.9%	-0.1%

2 entries from above, field by field.
> CCOC(=O)C1=C(C)NC(=S)NC1c1ccc(OC(=O)c2ccco2)cc1 (centres undefined)
  Rat MKP-3 inhibitors: 3.7% | Hsp70 inhibitors: -6.0%

> CC(C)Cn1c(SCC(=O)N2CCCCC2)nc2ccccc2c1=O
  Rat MKP-3 inhibitors: x | Hsp70 inhibitors: 3.8%

Additional results:
Structure	Rat MKP-3 inhibitors	Hsp70 inhibitors
C/C(=N\OCC(=O)N/N=C/c1cc(Br)cc(Br)c1O)c1cccs1	-0.3%	2.3%
CC(C)COc1ccc(C(=O)OCCN2CCOCC2)cc1	3.8%	1.0%
CCOc1ccc(C(=O)Nc2ccc(Oc3ccccc3)cc2)cc1	3.9%	-0.3%
Cn1c(=O)c2cc(NC(=O)c3ccccc3Cl)c(=O)oc2n(C)c1=O	2.8%	7.9%
O=c1c2c(nc3cc(-c4ccc(Br)cc4)[nH]n13)CCS2	7.8%	-4.5%
CC(C)CSc1nc2c(=O)[nH][nH]c(=O)c2n1Cc1ccccc1	x	-0.3%
O=C(Nc1ccc(I)cc1Cl)c1ccc([N+](=O)[O-])cc1Cl	4.1%	-0.4%
COc1ccc(Cn2nc(C)cc2C)cc1OC	-0.4%	-2.4%
O=C(c1ccc(-n2cccc2)cc1)N1CCOCC1	x	0.7%
COc1cc(NC(=O)c2cc(-c3ccco3)on2)c(OC)cc1Cl	3.6%	-12.2%
Cc1ccccc1NC(=O)c1c(O)c2cccc3c2n(c1=O)CC3	-15.8%	0.6%
Cc1nc2ccc(S(=O)(=O)NC(C(=O)Nc3nccs3)C(C)C)cc2s1 (centres undefined)	4.3%	-1.9%
COc1ccccc1N1CCN(C(=O)CCc2ccc(S(=O)(=O)NCC(C)C)cc2)CC1	-7.5%	3.5%
CN1CCN(c2nc3c(c(=O)[nH]c(=O)n3C)n2CC(N)=O)CC1	-8.3%	-3.2%
CCc1c(C)c2cc([N+](=O)[O-])c(O)c(C)c2oc1=O	2.3%	0.5%
Cc1cc(N2CCCCCC2)nc(-c2ccccc2O)n1	-11.4%	1.6%
Cc1onc(-c2c(Cl)cccc2Cl)c1C(=O)NCc1ccc(Cl)cc1	3.1%	-6.2%
O=C(CCn1nc(-c2ccccc2)ccc1=O)N1CCOCC1	-1.8%	0.1%
COc1ccc(CNC(=O)C2CC(C)=C(C)CC2C(=O)O)cc1 (centres undefined)	x	-0.5%
CCOc1cc(/C=C2/C(=O)NC(=O)N(c3ccc(C)cc3)C2=O)cc(Cl)c1O	-2.5%	24.6%

(continued)
| canonical_smiles | Rat MKP-3 inhibitors | Hsp70 inhibitors |
| --- | --- | --- |
| CCCCOC(=O)CCCN1C(=O)S/C(=C\c2ccccc2)C1=S | 2.1% | -1.0% |
| COc1ccc(C(c2nnnn2C2CCCCC2)N2CCN(c3ccc(OC)cc3)CC2)cc1 (centres undefined) | -0.7% | 2.7% |
| CCOc1ccc(NC(=O)C2=C(C)NC(=S)NC2c2c(OC)ccc3ccccc23)cc1 (centres undefined) | -0.7% | 3.1% |
| COc1ccc(OC)c(-c2cc(C(=O)NCCCn3ccnc3)no2)c1 | 11.2% | 2.7% |
| Cc1cccc2cc(CN(CCc3ccccc3)C(=O)N3CCOCC3)c3nnnn3c12 | 2.9% | -1.4% |
| O=C(COc1ccc(Cl)cc1)NCc1nnc(SCC(=O)NCc2ccc3c(c2)OCO3)o1 | 2.8% | 9.6% |
| CC1(C)Nc2ccccc2N(Cc2ccccc2)C1=O | -12.4% | 1.7% |
| CC(c1ccccc1)N1C(=O)NC(NC(=O)c2cccnc2)(C(F)(F)F)C1=O (centres undefined) | x | 5.3% |
| COc1cccc(C2CC(=O)Nc3c2c(=O)n(C)c(=O)n3C)c1OC (centres undefined) | -1.7% | 5.9% |
| CCn1nnnc1SCC(=O)Nc1nnc(C(C)C)s1 | 0.2% | 4.5% |
| CCCOc1ccc(-c2ccc(-c3noc(CCC)n3)cc2)cc1 | 4.3% | -1.4% |
| Cc1cccc(N=Cc2c(O)n(-c3ccccc3F)c(=O)[nH]c2=O)c1 | 3.9% | -10.0% |
| O=C(N/N=C\c1cc(I)ccc1O)c1ccc(Br)cc1 | 48.3% | 1.1% |
| Cc1ccc(-c2nc3ccccc3o2)cc1NC(=O)/C=C/c1ccc(Cl)cc1 | 4.3% | -7.6% |
| CCOC(=O)CSc1nnc(CNC(=O)c2ccc(S(=O)(=O)N3CCCC3)cc2)n1C | 0.5% | -8.7% |
| Cc1cccc(NC(=O)CSc2nnc(NC(=O)CN3CCOCC3)s2)c1 | 3.5%&0.9% | -4.4% |
| O=C(Nc1cccc(-c2nc3cccnc3s2)c1)c1ccco1 | x | 6.4% |
| C=CCOc1nc2c(c(=O)n(Cc3ccc(Cl)c(Cl)c3)c(=O)n2C)n1C | -5.8% | -4.7% |
| CCn1c2ccccc2c2cc(CN3CCN(Cc4ccc(OC)c(OC)c4OC)CC3)ccc21 | 3.5% | -2.0% |
| CCCNC(=O)c1n[nH]c(=O)c2ccccc12 | -3.8% | 2.6% |
| Cc1cc(C)c(NS(=O)(=O)c2ccc3ccccc3c2)c(C)c1 | 3.4% | 4.6% |
| COC(=O)c1[nH]c2ccc(Cl)cc2c1NC(=O)CN1CCc2cc(OC)c(OC)cc2C1 | -4.9% | -3.2% |
| CCN1C(=O)/C(=C/c2ccc(OC(=O)c3ccccc3I)c(OC)c2)SC1=S | 2.3% | 2.1% |
| COc1ccccc1-c1noc(-c2ccccc2C(=O)Nc2cccnc2)n1 | x | -0.3% |
| O=C(O)c1ccc(OCC(O)Cn2cnc3ccccc32)cc1 (centres undefined) | 3.1% | -2.9% |
| CC(=O)Nc1c(-c2ccc(F)cc2)nc2ccccn12 | 6.4% | 1.7% |
| COc1cc(/C=C2\SC(=S)N(NC(=O)c3ccc(O)c(OC)c3)C2=O)ccc1O | 1.7% | -3.6% |
| COC(=O)C1=CNC=C(C(=O)OC)C1c1cccc(OCc2ccccc2)c1 | -0.5% | 1.5% |
| O=C(Nc1ccc2oc(-c3ccc(F)cc3Cl)nc2c1)c1cc2ccccc2o1 | 2.3% | -3.4% |
| C=CCNc1nc(-c2ccc(F)cc2F)cs1 | 2.6% | 5.5% |
| CCn1c(C)c(C(=O)OC)c(/C=C2\C(=O)C=Cc3ccccc32)c1O | 5.1% | -3.1% |
| CSc1nnc2c(n1)OC(c1ccsc1)N(C(C)=O)c1ccccc1-2 (centres undefined) | -0.4% | 6.2% |
| CCC(C)c1ccccc1NC(=O)C1CCCO1 (centres undefined) | x | 0.4% |
| COc1cc(-c2nnc(NC(=O)c3ccc(C(C)(C)C)cc3)s2)cc(OC)c1OC | 0.8% | 2.9% |
| CCC1Nc2ccccc2-c2nnc(SC)nc2O1 (centres undefined) | x | -2.4% |
| Cc1ccc2oc(=O)c3cc(C(=O)N4CCN(c5ncccn5)CC4)sc3c2c1 | 2.0% | -6.6% |
| O=C1NN(c2ccccc2)C(=O)/C1=C/c1ccc(F)c(Br)c1 | -1.1% | 1.5% |
| COC(=O)c1cc(NC(=O)C(C)Oc2ccc(Cl)cc2C)cc(C(=O)OC)c1 (centres undefined) | 0.1% | 3.5% |
| CCN(CC)CC(O)Cn1c2c(c3cc(C)ccc31)CCCC2=O (centres undefined) | 1.5% | 1.8% |
| COc1ccc(OCCCC(=O)NC(C)c2ccccc2)cc1 (centres undefined) | x | -0.7% |
| CCC(CC)C(=O)N1c2ccc(F)cc2CCC1C (centres undefined) | -4.5%&-0.2% | -3.7%&4.7% |
| COc1ccc(C2=NOC(C(=O)N3CCN(c4ccccc4OC)CC3)C2)cc1 (centres undefined) | -9.5% | -0.2% |
| Cc1nc2nc(C)c(CCC(=O)N3CCN(c4ccccn4)CC3)c(C)n2n1 | -0.8% | 7.2% |
| CC(C)(C)c1nnc2sc(SCC(=O)c3cccs3)nn2c1=O | -7.3% | -0.7% |
| COc1cc(OC)cc(C(=O)Nn2cc(C(=O)N3CCN(C)CC3)c3ccccc3c2=O)c1 | -8.2% | 0.2% |
| CCOc1cc(C(=O)Nc2ccc(O)c(-c3nc4ccccc4s3)c2)cc(OCC)c1OCC | -3.4% | -1.3% |
| Cc1cc(C(=O)NCc2cccs2)n(-c2ccccc2)n1 | -3.2% | 2.7% |
| Cc1ccc2oc(-c3ccc(Cl)c(NC(=O)c4ccc([N+](=O)[O-])o4)c3)nc2c1 | 7.3% | 16.0% |
| Cn1nnc2cc(C(=O)NCCC3=CCCCC3)ccc21 | -5.8% | 1.0% |
| CCOc1ccc(NC(=O)C2=C(C)NC(=O)NC2c2ccc(O)c(OC)c2)cc1 (centres undefined) | 2.3% | 4.0% |
| O=c1oc(-c2sc3ccccc3c2Cl)nc2ccccc12 | 3.8% | -4.7% |
| CCCN(CCC)CCCNC(=O)CC1Nc2ccccc2NC1=O (centres undefined) | 3.2% | -0.2% |

Screens (PubChem BioAssay)
